Screens (PubChem)
TcdB GH inh: TcdB glycohydrolase inhibition; P18177; TcdB glycohydrolase enzymatic assay, plate reader; inhibition, % at 9.99 µM; hit rate 0.24% among 350,000; AID 652162; in the data active = inhibition above about 10%
Starred values were filed as active, the others as inactive; & = joins results of further samples. An excerpt; count on the stated rates, not on these rows.

| molecule | TcdB GH inh |
| --- | --- |
| CN1[C@@H]2c3ccc(-c4ccc(F)cc4)c(=O)n3C[C@@H]2[C@@H](CO)[C@@H]1C(=O)NCc1ccccn1 | 0.8 |
| O=C1CC(O)C(Cc2ccccc2)N1 (configuration not stated) | 0.5 |
| COc1ccc(CNC(=O)C[C@@H]2C=C[C@H](NC(=O)CN(C)C)[C@H](CO)O2)cc1 | -0.2 |
| COc1ccc(NC(=O)N(C)C[C@@H]2OCCCC[C@H](C)Oc3ccc(NS(C)(=O)=O)cc3C(=O)N([C@H](C)CO)C[C@@H]2C)cc1 | 0.1 |
| O=C(C[C@H]1CC[C@H]2[C@@H](COC[C@H](O)CN2Cc2cocn2)O1)NCc1cccc(F)c1 | 1.3 |
| C[C@H]1CCCCO[C@@H](CN(C)C(=O)c2ccncc2)[C@@H](C)CN([C@@H](C)CO)C(=O)c2cc(NS(=O)(=O)c3cn(C)cn3)ccc2O1 | -0.4 |
| O=C(O)C[C@H]1C=C[C@@H](NC(=O)CCN2CCCCC2)[C@@H](CO)O1 | -0.1 |
| C[C@@H]1CN([C@H](C)CO)C(=O)c2cccc(NC(=O)c3ccncc3)c2O[C@H]1CN(C)C(=O)Nc1ccccc1 | -6.3 |
| N#Cc1cccc(-c2ccc([C@@H]3[C@@H](CO)N4CCCCN(C(=O)Cc5ccncc5)C[C@H]34)cc2)c1 | 0.5 |
| CCCNC(=O)C[C@H]1CC[C@H]2[C@H](COc3ccc(NC(=O)c4cccc(OC)c4)cc3C(=O)N2C)O1 | 2.1 |
| C[C@@H]1CN([C@H](C)CO)S(=O)(=O)c2ccc(C#CC3CC3)cc2O[C@@H]1CN(C)C(=O)CC1CC1 | -0.1 |
| CC(C)C#Cc1cnc2c(c1)C(=O)N([C@@H](C)CO)C[C@H](C)[C@@H](CN(C)C(=O)c1cnccn1)O2 | -5.2 |
| Cc1noc(C)c1NC(=O)N(C)C[C@@H]1Oc2ccc(NC(=O)Nc3ccc4c(c3)OCO4)cc2C(=O)N([C@H](C)CO)C[C@H]1C | -0.3 |
| CN1C(=O)c2cc(NC(=O)c3cccc(C(F)(F)F)c3)ccc2OC[C@@H]2O[C@@H](CC(=O)O)CC[C@@H]21 | -3.2 |
| O=C(O)C[C@H]1C[C@H]2c3cc(NC(=O)CC4CC4)ccc3O[C@H]2[C@@H](CO)O1 | -0.9 |
| C[C@H]1CN([C@@H](C)CO)S(=O)(=O)c2ccc(-c3cccc(F)c3)cc2O[C@H]1CN(C)C | 1.0 |
| COCC(=O)N(C)C[C@@H]1Oc2ncc(-c3cccc(OC)c3)cc2C(=O)N([C@H](C)CO)C[C@H]1C | 0.3 |
| CCCNC(=O)N(C)C[C@H]1Oc2ncc(/C=C/c3ccccc3)cc2C(=O)N([C@@H](C)CO)C[C@H]1C | 0.1 |
| C[C@@H]1CN([C@H](C)CO)C(=O)c2cc(C#Cc3cccnc3)cnc2O[C@@H]1CN(C)Cc1cccnc1 | -0.4 |
| COc1ccc(NC(=O)Nc2cccc3c2O[C@@H](CN(C)Cc2ccc(C(=O)O)cc2)[C@@H](C)CN([C@H](C)CO)C3=O)cc1 | 1.3 |
| CC(C)NC(=O)NCC[C@@H]1CC[C@@H](NS(=O)(=O)c2ccc(-c3ccccc3)cc2)[C@H](CO)O1 | -1.2 |
| Cc1ccc(OC(=O)N(C)C[C@H]2OCc3cnnn3CCCC(=O)N([C@@H](C)CO)C[C@@H]2C)cc1 | 0.3&-0.4 |
| CCCN1[C@@H]2Cn3c(ccc(-c4cccc(C(=O)N(C)C)c4)c3=O)[C@H]1[C@@H](C(=O)OC)[C@@H]2CO | 0.0 |
| COC(=O)C[C@H]1CC[C@H]2[C@@H](COC[C@@H](O)CN2C(=O)Nc2ccccc2OC)O1 | 1.1 |
| C[C@H](CO)N1C[C@H](C)[C@@H](CN(C)Cc2ccc(C(=O)Nc3ccccc3N)cc2)Oc2c(cccc2N(C)C)C1=O | 0.0 |
| C[C@H]1CN([C@@H](C)CO)C(=O)c2cc(NC(=O)Nc3ccc4c(c3)OCO4)ccc2O[C@H]1CN(C)Cc1ccc(C(F)(F)F)cc1 | 0.7 |
| O=C(Nc1ccc(Cl)cc1)N[C@@H]1CC[C@H](CCn2cc(C3(O)CCCC3)nn2)O[C@@H]1CO | -2.4 |
| O=C(C[C@H]1CC[C@H]2[C@@H](COC[C@@H](O)CN2C(=O)c2cccnc2)O1)NCC1CC1 | 0.1 |
| Cc1ccc(-c2cnc3c(c2)C(=O)N([C@H](C)CO)C[C@@H](C)[C@H](CN(C)CC2CCOCC2)O3)cc1 | 0.2 |
| N#C[C@H]1[C@@H](c2ccc(-c3cccc(F)c3)cc2)[C@@H](CO)N1C(=O)NC1CCCCC1 | 0.0 |
| CCCNC(=O)C[C@@H]1CC[C@@H]2[C@@H](COc3ccc(NC(=O)c4ccc5c(c4)OCO5)cc3C(=O)N2C)O1 | -1.4 |
| CC(C)NC(=O)N1C[C@H]2[C@@H](c3ccccc31)[C@H](CO)N2C(=O)NC(C)C | -1.1 |
| COCCNC(=O)C[C@@H]1C[C@H]2c3cc(NC(=O)CN(C)C)ccc3O[C@H]2[C@@H](CO)O1 | 0.1 |
| CCCNC(=O)N(C)C[C@@H]1Oc2ncc(-c3ccccc3F)cc2C(=O)N([C@H](C)CO)C[C@H]1C | -6.7 |
| CCNC(=O)C[C@H]1CC[C@H]2[C@@H](COC[C@@H](O)CN2Cc2ccc(Cl)c(Cl)c2)O1 | -1.0 |
| CN(C)C(=O)c1cccc(-c2ccc([C@H]3[C@@H](CO)N4CCCCN(CCC(F)(F)F)C[C@H]34)cc2)c1 | 0.6 |
| C[C@H](CO)N1C[C@H](C)[C@H](CN(C)C(=O)C2CCCCC2)OCCCC[C@H](C)Oc2ccc(NC(=O)Nc3ccc4c(c3)OCO4)cc2C1=O | 0.2 |
| CC(C)C#Cc1ccc2c(c1)O[C@@H](CN(C)C(=O)CN(C)C)[C@@H](C)CN([C@H](C)CO)S2(=O)=O | -1.6 |
| CC(C)CC#Cc1ccc2c(c1)O[C@H](CN(C)C(=O)c1cnccn1)[C@@H](C)CN([C@H](C)CO)S2(=O)=O | 1.4 |
| O=C(C[C@@H]1C[C@@H]2c3cc(NC(=O)c4cccnc4)ccc3O[C@@H]2[C@H](CO)O1)NCc1ccccn1 | 0.9 |
| O=C(C[C@H]1C[C@H]2c3cc(NC(=O)C4CCC4)ccc3O[C@H]2[C@H](CO)O1)NC1CCCC1 | 0.2 |
| OC[C@@H]1[C@H](c2ccc(C3=CCCC3)cc2)[C@@H](CNC2CCCC2)N1CC1CC1 | -0.7 |
| O=C(c1cnccn1)N1CC(=O)N2[C@@H](CO)[C@@H](c3ccc(C#CC4CC4)cc3)[C@@H]2C1 | -0.3 |
| COc1ccc(CNC(=O)C[C@@H]2CC[C@@H](NC(=O)CN(C)C)[C@H](CO)O2)cc1 | -0.6 |
| Cc1ccc(S(=O)(=O)N(C)C[C@@H]2Oc3c(NC(=O)c4cnccn4)cccc3C(=O)N([C@H](C)CO)C[C@@H]2C)cc1 | 0.2 |
| COc1ccc([Si](C)(C)[C@@H]2[C@@H](CCn3cc(CCO)nn3)O[C@]3(C(=O)N(Cc4cccc(N5CCOC5=O)c4)c4ccccc43)[C@H]2C)cc1 | 1.2 |
| C[C@H](CO)N1C[C@H](C)[C@H](CN(C)C(=O)Nc2ccc(C(F)(F)F)cc2)Oc2ccc(NS(=O)(=O)c3cccs3)cc2CC1=O | -0.9 |
| CCCC#Cc1ccc([C@@H]2[C@@H](CO)N(C(=O)C3CC3)[C@H]2C#N)cc1 | -0.5 |
| COCC#Cc1cnc2c(c1)C(=O)N([C@@H](C)CO)C[C@@H](C)[C@H](CN(C)C(=O)Cc1ccncc1)O2 | 0.4 |
| O=C(C1CCCC1)N1CC(=O)N2[C@H](CO)[C@@H](c3ccc(C#CC4CCCC4)cc3)[C@@H]2C1 | -0.4 |
| COc1ccc(NC(=O)N(C)C[C@@H]2Oc3ccc(NS(=O)(=O)c4c(C)noc4C)cc3C(=O)N([C@@H](C)CO)C[C@H]2C)cc1 | -0.9 |
| CC(C)CC#Cc1ccc2c(c1)O[C@@H](CN(C)Cc1ccc3c(c1)OCO3)[C@@H](C)CN([C@H](C)CO)S2(=O)=O | -0.5 |
| C[C@@H]1CN([C@@H](C)CO)C(=O)Cc2cc(NS(=O)(=O)c3ccc(F)cc3)ccc2O[C@@H]1CN(C)Cc1ccc(C(F)(F)F)cc1 | 0.7 |
| CCCCCNC(=O)C(c1ccc(-c2ccccc2)cc1)n1c(=O)c(-c2ccccc2)nc2ccccc21 (configuration not stated) | 0.6 |
| C[C@@H]1CCCCO[C@H](CN(C)S(C)(=O)=O)[C@@H](C)CN([C@@H](C)CO)C(=O)c2cc(NC(=O)Nc3ccc(C(F)(F)F)cc3)ccc2O1 | -0.2 |
| O=C1N(CCS(=O)(=O)c2ccccc2)c2ccccc2[C@@H]2OC(c3ccc(OCCCO)cc3)=N[C@]12CCS(=O)(=O)c1ccccc1 | -8.6 |
| COC(=O)[C@@H]1[C@@H](CO)[C@@H]2Cn3c(ccc(-c4cccc(OC)c4)c3=O)[C@H]1N2C(=O)c1ccccc1F | 1.6 |
| N#C[C@@H]1[C@@H](c2ccc(-c3cccnc3)cc2)[C@H](CO)N1C(=O)C1CC1 | 0.5 |
| CNC[C@@H]1Oc2ncc(/C=C/c3ccccc3)cc2C(=O)N([C@@H](C)CO)C[C@@H]1C | 0.7 |
| O=C(c1cnccn1)N1CC(=O)N2[C@H](C1)[C@H](c1ccc(-c3cccc(F)c3)cc1)[C@@H]2CO | -0.6 |

Next part.
| molecule | TcdB GH inh |
| --- | --- |
| CC(C)(O)C#Cc1ccc([C@H]2[C@@H](CO)N3CCCCN(C(=O)c4cccnc4)C[C@@H]23)cc1 | 1.1 |
| CCCNC(=O)N(C)C[C@@H]1Oc2ncc(C#CCC(C)C)cc2C(=O)N([C@H](C)CO)C[C@H]1C | 0.1 |
| C[C@H](CO)N1C[C@H](C)[C@H](CN(C)CC2CC2)Oc2ccc(NC(=O)CCCCCC(=O)Nc3ccccc3N)cc2C1=O | -0.3 |
| CC(C)NC(=O)N1CCCCN2[C@H](CO)[C@@H](c3ccc(Br)cc3)[C@@H]2C1 | 0.4 |
| Nc1nc2c(ncn2[C@@H]2O[C@H](C(=O)N[C@H](Cc3ccccc3)C(=O)NCc3ccccc3)[C@@H](O)[C@H]2O)c(=O)[nH]1 | -0.3 |
| NCC[C@H]1CC[C@@H](NC(=O)CCN2CCCCC2)[C@H](CO)O1 | -0.7 |
| CC(C)C#Cc1ccc([C@@H]2[C@@H](CO)N3CCCCN(S(=O)(=O)Cc4ccccc4)C[C@H]23)cc1 | 1.3 |
| CC(C)(C)N1C(=O)c2ccccc2NC(=O)C1C(=O)NCCOc1ccccc1 (configuration not stated) | -2.1 |
| CC(C)NC(=O)Nc1ccc2c(c1)C(=O)N([C@@H](C)CO)C[C@H](C)[C@H](CN(C)Cc1ccncc1)OCCCC[C@@H](C)O2 | -0.4 |
| C[C@H]1CN([C@@H](C)CO)S(=O)(=O)c2ccc(C#CC3(O)CCCC3)cc2O[C@@H]1CN(C)C(=O)Cc1ccccc1 | 0.4 |
| CCCn1c(C)c(CC(=O)Nc2ccc(N(C)c3ccccn3)cc2)c2ccccc21 | -0.7 |
| CNC[C@H]1OCCCC[C@@H](C)Oc2ccc(NS(C)(=O)=O)cc2C(=O)N([C@@H](C)CO)C[C@@H]1C | 1.9 |
| CO[C@H]1CN(C)C(=O)c2cc(NC(=O)c3ccccc3F)ccc2OC[C@H](C)N(C)C[C@@H]1C | -0.5 |
| C[C@@H]1CN([C@@H](C)CO)C(=O)c2cc(NC(=O)Cc3cn(C)c4ccccc34)ccc2O[C@H]1CN(C)C(=O)Nc1ccc2c(c1)OCO2 | 0.0 |
| CCCNC(=O)C[C@H]1CC[C@H]2[C@@H](COC[C@@H](O)CN2C(=O)c2cc(Cl)cc(Cl)c2)O1 | -1.6 |
| Cc1ccc(S(=O)(=O)N(C)C[C@H]2Oc3ccc(NS(C)(=O)=O)cc3C(=O)N([C@H](C)CO)C[C@@H]2C)cc1 | 0.0 |
| O=C(C[C@H]1CC[C@H](NC(=O)NC2CCCC2)[C@H](CO)O1)NCc1ccc(F)cc1 | -0.5 |
| C[C@@H]1CN([C@H](C)CO)C(=O)c2cc(NS(=O)(=O)c3ccc(Cl)cc3)ccc2O[C@@H]1CN(C)CC1CCCCC1 | 1.2 |
| C[C@H]1CN([C@@H](C)CO)C(=O)CCCn2nncc2CO[C@H]1CN(C)Cc1ccc2c(c1)OCO2 | 0.4 |
| CCNC(=O)C[C@H]1C=C[C@@H](NC(=O)C2CCC2)[C@@H](CO)O1 | -20 |
| CC=Cc1ccc2n(c1=O)C[C@H]1[C@H](CO)[C@@H](C(=O)NCCC)[C@@H]2N1CC1CCOCC1 (mixture of isomers) | 0.0 |
| CC(C)CC#Cc1ccc2c(c1)O[C@@H](CN(C)C(=O)CN(C)C)[C@@H](C)CN([C@H](C)CO)S2(=O)=O | -3.6 |
| C[C@@H]1CN([C@@H](C)CO)C(=O)c2cccc(NC(=O)Nc3ccc(C(F)(F)F)cc3)c2O[C@H]1CN(C)Cc1ccc(Cl)c(Cl)c1 | 0.3 |
